Screening data: PubChem, several laboratories
Mot1-301 SUMO – yeast Mot1-301 growth rescue at high temperature, primary screen, SUMOylation pathway inhibitor project, S. cerevisiae, ATP luminescence, 38.5C | S. cerevisiae Mot1-301 growth rescue; percent above DMSO median, 100 means doubled | growth rescue, % at 18.8 µM | 1% of 320,000 active;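 active means every valid replicate shows activation above 250% relative to neutral control wells; inactive means the rest, any valid replicate at or below 250%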;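 further: OY570 slx delta 5 strain wells were the positive control but not used for scaling; some compounds called inactive have numbers as strong as hits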
MOR-DOR inv ag – inverse agonists of MOR-DOR heterodimerization, primary screen, cell-based, luminescence. Mu-type opioid receptor (Homo sapiens) + Delta-type opioid receptor (Homo sapiens), …. cell-based MOR-DOR heterodimer luminescence, inverse agonism. inhibition, % at 9.3 µM. 0.21% of 340,000 active. AID 504357, 2011; in the data active means inhibition above about 22%, passing the limit was not always enough;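 further: 0% = cells with DMSO and 100% = wells without cells with DMSO; values of inactives mirror those of a sister screen read the other way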
phage Ecoli inh – growth loss of phage-infected E. coli, primary screen, RecBCD inhibitor project, absorbance, with phage, HTS; inhibition, % at 11.9 µM; AID 651602, 2012; 0.26% of 360,000 active; in the data active means inhibition above about 11%
MOR-DOR ag – agonists of OPRM1-OPRD1 heterodimerization, primary screen, cell-based, luminescence | 0.3% of 340,000 active | cells | activation, % at 9.3 µM | AID 504326, 2011; in the data active means activation above about 18%;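 further: 0% = vehicle-treated cells and 100% = reference agonist; values of inactives mirror those of a sister screen read the other way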
HTR5A inv ag – HTR5A inverse agonists in luminescence cell assay, primary screen, counter-screen for OPRM1-OPRD1 heterodimer inverse agonist project, full-deck HTS; 5-hydroxytryptamine receptor 5A (Homo sapiens), P47898; HTR5A cell line, inverse agonism; 0.083% of 340,000 active; inhibition, % at 9.3 µM; in the data active means inhibition mostly above about 23%, no sharp cut-off; inactive means mostly below about 18%;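 further: 0% = cells with DMSO and 100% = no-cell wells with DMSO; some compounds called inactive have numbers as strong as hits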
Pemphigus Ab inh – inhibitors of pemphigus antibody binding to DSG3, primary screen, biochemical, bead-based, flow cytometry, scFv-GFP. binding (percent of control), % at 10 µM. AID 588358, 2011. DSG3-coupled beads, scFv-anti-DSG3-GFP binding; hits give low values. 0.48% of 310,000 active. Desmoglein-3 (Homo sapiens), P32926;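 active means binding more than 3 SD below its plate's average and above zero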;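 further: hits lower antibody fragment binding to DSG3; some compounds called inactive have numbers as strong as hits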
Target sequence (P32926 whole entry, looked up, the tested form may be a part): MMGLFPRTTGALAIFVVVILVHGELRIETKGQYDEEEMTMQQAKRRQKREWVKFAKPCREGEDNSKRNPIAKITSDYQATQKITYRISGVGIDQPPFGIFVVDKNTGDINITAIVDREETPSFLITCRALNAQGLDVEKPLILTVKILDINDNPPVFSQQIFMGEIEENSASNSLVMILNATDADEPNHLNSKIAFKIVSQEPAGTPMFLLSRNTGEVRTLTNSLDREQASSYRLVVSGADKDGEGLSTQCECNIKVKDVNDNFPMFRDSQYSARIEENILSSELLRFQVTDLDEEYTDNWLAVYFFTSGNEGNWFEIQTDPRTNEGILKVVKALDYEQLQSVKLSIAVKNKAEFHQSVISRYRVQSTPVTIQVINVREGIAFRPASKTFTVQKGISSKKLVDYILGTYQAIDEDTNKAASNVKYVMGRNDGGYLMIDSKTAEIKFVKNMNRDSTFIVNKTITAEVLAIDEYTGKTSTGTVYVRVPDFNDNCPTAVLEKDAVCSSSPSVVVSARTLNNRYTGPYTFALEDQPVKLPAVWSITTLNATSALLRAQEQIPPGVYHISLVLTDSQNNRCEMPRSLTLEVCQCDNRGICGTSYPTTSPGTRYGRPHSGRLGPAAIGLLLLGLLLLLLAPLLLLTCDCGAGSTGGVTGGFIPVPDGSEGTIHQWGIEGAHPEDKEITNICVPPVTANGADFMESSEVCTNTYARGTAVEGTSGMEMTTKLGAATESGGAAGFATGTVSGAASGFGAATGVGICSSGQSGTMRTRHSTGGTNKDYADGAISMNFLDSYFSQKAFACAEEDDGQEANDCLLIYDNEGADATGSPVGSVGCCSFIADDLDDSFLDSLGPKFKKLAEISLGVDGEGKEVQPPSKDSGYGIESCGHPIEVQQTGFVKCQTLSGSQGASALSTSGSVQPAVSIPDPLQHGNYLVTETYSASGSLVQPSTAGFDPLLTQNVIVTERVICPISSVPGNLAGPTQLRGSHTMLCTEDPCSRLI
PKA-R1A act – activators of PKA-R1A holoenzyme, primary screen, biochemical, fluorescence polarization, Cy5-IP20, bovine R1A, mouse PKAc | activation, % at 11.4 µM | 0.083% of 340,000 active | PKA-R1A dissociation; scaled: DMSO 0%, 113 µM cGMP 100%;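 active means percent activation above the mean of all tested compounds plus 3 SD, cut at about 19% in these data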;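 further: higher means more PKAc released from R1A so a rise in polarization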
AddAB inh – growth inhibition of E. coli expressing H. pylori AddAB, primary screen, AddAB inhibitor project, absorbance; 0.29% of 330,000 active; inhibition, % at 11.9 µM; in the data active means inhibition above about 12%;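 further: 0% = vehicle wells of infected cells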
E coli growth – E. coli V3065 growth inhibition, primary screen, counter-screen for AddAB inhibitor project, absorbance, OD600 | 18 h | inhibition, % at 11.9 µM | 0.27% of 330,000 active;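 active means inhibition above the campaign's mean inhibition across all tested compounds plus 3 SD, cut at about 9.9% in these data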;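 further: uninfected addAB+ strain grown without phage in ampicillin broth; 0% = DMSO wells and 100% = ciprofloxacin 0.95 µg/ml wells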
HTR5A ag – HTR5A agonists in luminescence cell assay, primary screen, counter-screen for OPRM1-OPRD1 heterodimer agonist project, full-deck HTS. cell-based. activation, % at 9.3 µM. 0.61% of 340,000 active. AID 504692, 2011; in the data active means activation mostly above about 9.5%, no sharp cut-off; inactive means mostly below about 7.6%;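 further: 0% = cells with vehicle only and 100% = reference agonist; strong numbers were not always called active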
PfHsp90 yeast 2 – growth inhibition of PfHsp90-expressing yeast, primary screen, antimalarial PfHsp90 inhibitor project, S. cerevisiae, BacTiter-Glo luminescence, single point, set 2; BacTiter-Glo ATP, 48 h; yeast lacking PDR1 and PDR3 efflux regulators; inhibition, % at 9.4 µM; 0.32% of 310,000 active; AID 504621, 2011;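 active means every replicate shows inhibition above about 80%, whatever the replicate mean, limit read from the data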;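 further: 0% = DMSO neutral controls and 100% = 20 µM radicicol positive controls; yeast relying on Plasmodium falciparum Hsp90 in place of its own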
* hit, by the source's call; . = not tested or not shown; & = joins results of further samples. An unsorted share of the library; about 3.2% have a hit in one of these screens.

Values run as follows: Mot1-301 SUMO	MOR-DOR inv ag	phage Ecoli inh	MOR-DOR ag	HTR5A inv ag	Pemphigus Ab inh	PKA-R1A act	AddAB inh	E coli growth	HTR5A ag	PfHsp90 yeast 2
- Brc1ccc(-c2csc(-c3c[nH]c4ccccc34)n2)cc1
→ -5	-1	2.4	0.3	-2	94	-11	3.5	0.9	1	5
- Cc1ccc(NC(=O)c2ccco2)c(NC(=O)Cc2cccs2)c1
→ -11	8	1.5	-1.5	2	.	-7	0.2	-1.5	2	-5
- COc1ccc(CN2C(=O)C(CC(C)C)Nc3ncnc(N4CCN(c5ccccn5)CC4)c32)cc1 (centres undefined)
→ -24	-14	3.7	2.5	13	101	0	3.2	-1.3	-1	-14
- CCCCn1c(N)c(N(CC)C(=O)c2cc(S(=O)(=O)N3CCCCCC3)ccc2OC)c(=O)[nH]c1=O
→ -4	3	-1.6	-0.5	3	100	8	0.3	1.6	-1	.
- CCNc1c(NS(=O)(=O)c2ccc(OC)c(Cl)c2)c(=O)oc2ccccc12
→ -5	19	0.3	-3.8	6	108	-3	3.4	3.5	-5	-3
- CCOCCCn1c(=NC(C)=O)c(C(=O)OCC)cc2c(=O)n3ccccc3nc21
→ -24	8&3	4.4	-1.9&-0.5	-1&-40	93&104	-4&0	1.2	1.0	0&0	18&6
- O=C(CCOc1ccccc1)Nc1ccc(Br)cc1
→ -3	-10	3.8	2.1	-13	97	2	0.7	0.7	3	5
- Cc1ccc(N(C(=O)c2cnccn2)C(C(=O)NC2CCCCC2)c2ccc(O)cc2)cc1 (centres undefined)
→ 16	14	3.0	-2.5	-8	99	-4	-1.5	1.2	3	-19
- CCN(CC)S(=O)(=O)c1ccc(N(C)Cc2ccc(C(F)(F)F)cc2)nc1
→ 4	-20	1.2	4.0	-11	103	-1	4.2	1.0	4	-18
- O=C(COC(=O)CN1C(=O)C2CCCCC2C1=O)Nc1cc(S(=O)(=O)N2CCOCC2)ccc1Cl (centres undefined)
→ 16	15	0.9	-2.5	4	100	-3	0.3	1.0	-1	-54
- CC(C)c1ccc(NC(=S)Nc2ccc(OC(F)(F)F)cc2)cc1
→ .	-12	3.5	2.4	6	103	-12	2.2	3.3	-2	-45
- Cc1nnc(NC(=O)Cn2nc(C)c3ccccc3c2=O)s1
→ 130	15	5.3	-3.2	-4	92	-2	2.0	-0.9	-2	11
- CC(=O)Nc1cccc(-c2csc(NCc3ccco3)n2)c1
→ -30	10	1.2	-1.9	12	89	-3	-0.1	-0.7	-1	.
- O=C(O)/C(=C\c1cccs1)Sc1nnc(-c2ccc(F)cc2)o1
→ 16	8	4.0	-1.7	12	118	6	0.7	-2.1	1	.
- COc1ccccc1/C=N/N1C(=O)C2C3C=CC(CC3)C2C1=O (centres undefined)
→ 4	8	4.3	-1.4	-1	95	-6	1.4	0.0	0	5
- O=C(NNC(=O)C1CC(=O)N(Cc2ccccc2)C1)c1ccc(Br)cc1 (centres undefined)
→ 3	11	-2.2	-3.2	21	108	-23	-0.8	-1.4	0	7
- CN(C)C=NC(=O)c1ccc([N+](=O)[O-])c(CS(=O)(=O)c2ccc(Cl)cc2)c1
→ 2	-3	2.4	0.8	7	101	-3	2.1	1.7	-2	.
- Cc1nc2ccccc2c(=O)n1NC(=O)CCC(=O)O
→ -8	2	2.9	-0.3	-7	101	6	2.6	1.7	-2	-10
- Cc1cccc(N2CCN(C(=O)c3ccc(Cl)c(S(=O)(=O)NCc4ccco4)c3)CC2)c1C
→ 7	9	1.2	-1.4	8	.	3	1.9	0.1	9	3
- O=C(O)c1ccc(NC(=O)c2cccc(N3C(=O)C4C5CCC(C5)C4C3=O)c2)cc1 (centres undefined)
→ -31	9	1.8	-1.7	6	81	2	1.3	-0.8	-3	-2
- Cc1ccc(S(=O)(=O)NCc2ccc(C(=O)NC3CCC(C)CC3)cc2)cc1 (centres undefined)
→ -19	11	1.7	-2.1	5	81	-2	1.5	-1.3	1	-12
- Cc1cc(N2CCN(C3CCCC3)CC2)n2c(nc3ccccc32)c1C#N
→ -10	15	1.2	-2.4	8	92	7	0.7	-0.8	-3	-7
- O=C(NN=Cc1ccc(N2CCOCC2)s1)c1ccc([N+](=O)[O-])cc1
→ -32	-7	1.9	1.7	-2	110	1	3.7	2.4	-3	-54
- CC(=O)OCC(=O)Nc1ccc(Cl)cc1Cl
→ .	13	1.0	-2.4	-36	103	-1	0.5	2.9	-5	-9
- Clc1ccccc1C1=CC(c2ccco2)n2ncnc2N1 (centres undefined)
→ -4	12	-0.6	-2.4	-2	.	4	-0.3	-2.0	3	-10
- C=CCn1c(SCC(=O)Nc2cc(C)on2)nnc1-c1ccccc1OC
→ 6	11	3.1	-2.8	10	.	-7	0.5	-2.3	-6	-23
- Cc1ccc(NC(=S)N(CCN2CCCCC2)Cc2ccco2)cc1Cl
→ 374	-7	0.0	1.5	-10	106	2	3.4	-4.2	4	4
- COc1ccccc1C(=O)NCCCn1cc(Br)c(C)n1
→ 13	-7	.	1.3	-11	.	-7	0.9	1.3	1	7
- COc1ccc(C(=O)NCCC2=CCCCC2)cc1
→ 3	7	3.7	-1.3	-3	100	7	4.2	1.9	3	24
- COc1ccc(CCNC(=O)c2cc3c(=O)n4ccccc4nc3n(CCCN3CCOCC3)c2=N)cc1OC
→ -4	16	1.8	-3.1	-15	116	-6	4.9	-1.2	4	-2
- FC(F)(F)c1cnc(/C=C/Nc2ccccc2Cl)c(Cl)c1
→ -15	12	1.8	-2.4	14	90	-13	0.7	0.8	2	19
- COc1cccc(-n2c(SCC(=O)NCCc3ccccc3)nnc2-c2ccoc2C)c1
→ 49	8	-8.5	-1.4	14	93	6	-1.3	1.4	-3	-38
- O=C(NCc1ccccc1)C1CCCN(S(=O)(=O)c2cccc3nsnc23)C1 (centres undefined)
→ 31	13	1.3	-2.6	-33	.	3	1.5	1.6	1	-7
- O=C(O)c1ccc(NC(=O)c2cccs2)cc1
→ -27	4	4.4	-0.8	4	101	4	-0.5	-1.5	-5	1
- Cc1nc(-c2c(C(F)(F)F)noc2-c2ccc(O)cc2O)cs1
→ -10	-6	2.9	1.1	-37	102	-7	1.8	1.3	4	9
- CCOC(=O)c1nc(NNC(C)=O)sc1C
→ -10	15	0.8	-3.1	-4	114	-4	4.1	-2.1	2	.
- COc1ccc(N=Nc2c(C)n[nH]c2C)cc1
→ 1	6	1.9	-1.1	7	90	3	-0.3	-0.1	-3	-10
- CC(C)CN1C(=O)C(=O)N(CC(=O)c2ccc[nH]2)C1=O
→ 58	-10	-2.5	1.5	-10	110	-7	0.1	-0.3	6	16
- CCOC(=O)c1c(C=O)c(C)n(Cc2ccc(Cl)cc2)c1C
→ .	-21	0.1	3.6	-3	.	0	1.2	-2.4	1	.
- CCOc1ccc(C(=O)Nc2cccc3ncccc23)cc1Cl
→ 3	8	1.8	-1.7	-9	96	-5	-0.1	-1.4	-6	-21
- NC(=O)C1CCN(CC(=O)N2c3ccccc3CCc3ccccc32)CC1
→ 22	18	1.9	-3.0	-1	.	-14	1.4	0.3	3	-18
- Cc1ccc(OCCN2CCCCCC2)c(C)c1
→ 12	9	1.4	-1.7	-9	104	3	1.1	2.3	3	0
- CCC(=O)Nc1ccc(N2CCCCC2)cc1
→ -7	17	0.8	-2.9	-14	100	-11	0.3	0.7	1	-5
- Cc1ccc(S(=O)(=O)NCC23C=CC(O2)C2C(=O)N(c4ccccc4)C(=O)C23)cc1 (centres undefined)
→ 41	3	3.6	-0.6	7	103	-1	3.0	-2.3	-2	106*
- CC(=O)N[C@@H](Cc1c[nH]c2ccccc12)C(=O)OCc1ccc(C#N)cc1
→ -24	4	1.1	-0.6	10	109	1	4.5	-2.0	-1	13

Single entries from the entries so far:
`CC(C)CN1C(=O)C(=O)N(CC(=O)c2ccc[nH]2)C1=O` in MOR-DOR inv ag reads -10
`CC(=O)N[C@@H](Cc1c[nH]c2ccccc12)C(=O)OCc1ccc(C#N)cc1` in phage Ecoli inh reads 1.1

(next part)
Values run as follows: Mot1-301 SUMO	MOR-DOR inv ag	phage Ecoli inh	MOR-DOR ag	HTR5A inv ag	Pemphigus Ab inh	PKA-R1A act	AddAB inh	E coli growth	HTR5A ag	PfHsp90 yeast 2
- CNC(=O)CN1C(=O)CSc2ncccc21
→ -6	13	1.1	-2.6	0	108	0	1.7	-0.8	0	-18
- CCC(=O)N1CCN(c2ccccc2NC(=O)c2cccs2)CC1
→ -11	21	2.3	-3.9	-6	104	2	0.7	-1.9	4	-14
- O=C(COC(=O)CNC(=O)c1ccc([N+](=O)[O-])o1)Nc1ncc(C(F)(F)F)cc1Cl
→ 46	-10	0.0	2.5	11	87	-3	1.6	-2.5	-4	-2
- COc1cccc2c(SCC(=O)N/N=C/c3ccccc3)cc(C)nc12
→ 5	0	4.7	0.0	16	106	0	0.4	1.7	-5	18
- Cc1cc(C)cc(NS(=O)(=O)c2ccc3c(c2)c(=O)n(C)c(=O)n3C)c1
→ -16	-4	1.1	0.8	-17	100	-8	2.5	-1.4	1	-60
